RGS4 inh = human RGS4 inhibition | P49798 | Transcreener GDP fluorescence polarization, RGS4-accelerated GTP hydrolysis | Potency, µM (highest dose often 114 µM), for inactives: at the top dose activity change, negative = inhibition, actives largely listed as inhibitors | 390,000 compounds, 0.039% hits | AID 504845; note: potency is the fitted concentration of half-maximal effect; % is set by controls: 0 for no effect and ±100 for the full control effect; nearly all actives have a fitted effect of over 75% in size; some results filed as inactive show a strong effect at the top dose
Target sequence (P49798 whole entry, looked up): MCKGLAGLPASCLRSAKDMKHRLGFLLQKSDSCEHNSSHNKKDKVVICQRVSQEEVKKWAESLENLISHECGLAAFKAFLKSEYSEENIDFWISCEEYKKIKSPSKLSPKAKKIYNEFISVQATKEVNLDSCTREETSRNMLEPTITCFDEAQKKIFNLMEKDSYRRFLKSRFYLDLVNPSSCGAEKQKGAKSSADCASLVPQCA
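MLSMR compounds (23 nl, pin-transferred) preincubated 10 min at room temperature with a 500nM (2x) first reagent, then RGS4 at 900nM (2x) plus Transcreener GDP mix added; fluorescence polarization (620/688 nm) read before and after 90 min at 30 °C.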
mIDH1 inhibitor = human IDH1 R132H inhibition; O75874; IDH1-R132H enzyme, NADPH consumption, diaphorase/resazurin fluorescence; Potency, µM (highest dose often 76.6 µM), without a hit: at the top dose activity change, negative = inhibition, actives largely listed as inhibitors; 390,000 compounds, 0.093% hits; AID 602179; note: potency is the fitted concentration of half-maximal effect; % is set by controls: 0 for no effect and ±100 for the full control effect; nearly all actives have a fitted effect of over 65% in size
Target sequence (O75874 whole entry R132H, stated change not applied): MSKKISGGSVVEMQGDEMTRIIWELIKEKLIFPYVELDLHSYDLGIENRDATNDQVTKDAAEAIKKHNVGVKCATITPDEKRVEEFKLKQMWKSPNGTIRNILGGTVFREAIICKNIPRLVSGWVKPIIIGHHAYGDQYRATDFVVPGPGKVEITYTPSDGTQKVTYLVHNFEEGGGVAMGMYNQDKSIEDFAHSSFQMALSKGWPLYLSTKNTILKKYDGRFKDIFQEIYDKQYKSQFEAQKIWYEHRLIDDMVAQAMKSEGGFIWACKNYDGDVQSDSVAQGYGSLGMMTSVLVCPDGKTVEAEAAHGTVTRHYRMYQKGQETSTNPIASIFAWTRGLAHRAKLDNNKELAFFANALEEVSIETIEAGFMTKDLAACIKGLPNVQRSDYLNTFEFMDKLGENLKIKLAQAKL
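IDH1-R132H (0.5 ug/mL) preincubated 30 min with compound, then NADPH (0.016 mM) and alpha-KG (2 mM) added; 80 min at RT, pH 7.5. Remaining NADPH coupled via diaphorase/resazurin to fluorescence (540/590 nm); concentration-response curves normalized to no-enzyme control.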
Glioma ERSR ind = ER stress response induction in glioma; U87-MG GRP78 promoter luciferase reporter, 16 h; Potency, µM, without a hit: at the highest dose activation, usual class: activators; 420,000 compounds, 0.02% hits; AID 602332; note: potency is the fitted concentration of half-maximal effect; series mostly up to about 76 µM; % of control where 0% means no effect; nearly all actives have a fitted effect of over 35% in size
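ERSR induction read as luciferase luminescence (Bright-Glo, 10 min at room temperature) in stably transfected human U87-MG glioma cells exposed to compounds for 16 h, using GRP78 as sensor.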
Vif-A3F inh = Vif-A3F binding inhibition | HeLa A3F-eYFP + Vif (tagged APOBEC3F with the HIV-1 protein that degrades it), YFP fluorescence increase | Potency, µM (highest dose often 46.1 µM), inactives show at the top dose activity, negative = active | 390,000 compounds, 0.2% hits; note: potency is the fitted concentration of half-maximal effect; % of control where 0% means no effect; nearly all actives have a fitted effect of over 65% in size
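Fluorescence increase (Ex 488/Em 500-530) after overnight compound treatment at 37 deg C flags inhibition of Vif-driven A3F-eYFP loss in stable HeLa A3F-eYFP/Vif cells seeded overnight beforehand.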
Vif-APOBEC3G blk = Vif-A3G binding inhibition. AID 602310. 410,000 compounds, 0.076% hits. Potency, µM (series often up to 46.1 µM), for inactives: top-dose activity, negative = active, hits mostly inhibitors. Q9HC16. HeLa A3G-eYFP + Vif (tagged APOBEC3G with the HIV-1 protein that degrades it), YFP fluorescence, overnight;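 note: potency is the fitted concentration of half-maximal effect; % is set by controls: 0 for no effect and ±100 for the full control effect; nearly all actives have a fitted effect of over 60% in size; hits raise eYFP signal because A3G escapes Vif-driven loss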
Target sequence (Q9HC16 whole entry, looked up): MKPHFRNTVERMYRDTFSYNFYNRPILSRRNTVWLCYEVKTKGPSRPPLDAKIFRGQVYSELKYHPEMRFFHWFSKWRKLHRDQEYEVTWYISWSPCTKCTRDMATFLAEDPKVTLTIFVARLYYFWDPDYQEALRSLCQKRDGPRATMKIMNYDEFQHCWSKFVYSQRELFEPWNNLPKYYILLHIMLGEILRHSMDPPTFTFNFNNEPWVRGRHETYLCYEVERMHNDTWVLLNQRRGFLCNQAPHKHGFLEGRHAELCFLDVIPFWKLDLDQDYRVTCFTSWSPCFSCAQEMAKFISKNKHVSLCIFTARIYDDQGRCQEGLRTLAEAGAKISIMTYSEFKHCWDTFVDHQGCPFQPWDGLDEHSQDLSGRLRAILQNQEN
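HeLa cells stably expressing Vif and C-terminally eYFP-tagged A3G, seeded overnight at 37 deg C, then exposed to compound by pintool overnight at 37 deg C. Rise in yellow fluorescence (Ex 488/Em 500-530, Acumen) marks blocked Vif-driven A3G degradation.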
TrxR1 inh = rat TrxR1 inhibition; O89049; 390,000 compounds, 1% hits; recombinant rTrxR1, NADPH fluorescence consumption, selenite substrate; Potency, µM (top dose mostly 114 µM), without a hit: at the highest dose activity change, negative = inhibition, most hits filed as inhibitors; note: potency is the fitted concentration of half-maximal effect; % is set by controls: 0 for no effect and ±100 for the full control effect; nearly all actives have a fitted effect of over 65% in size
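Rat TrxR1 (90 nM in the dispensed reagent) was pre-reduced with 400 uM NADPH for 5 min at room temperature, then incubated with compound for 15 min. After 400 uM selenite was added, NADPH fluorescence (Ex 340/Em 450 nm) was followed for 8 min.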
TrxR1 substrate = rat thioredoxin reductase 1 substrate activity; 390,000 compounds, 0.01% hits; Potency, µM (top dose mostly 114 µM), for inactives: at the top dose activity change, negative = substrate turnover; purified TrxR1 substrate turnover, NADPH consumption readout; note: potency is the fitted concentration of half-maximal effect; % is set by controls: 0 for no effect and ±100 for the full control effect; nearly all actives have a fitted effect of over 50% in size
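Rat TrxR1, dispensed at 90 nM, was prereduced with 400 uM NADPH (final) for 5 min at ~22 deg C, then incubated with compound 15 min before 400 uM selenite. A first-read NADPH fluorescence drop versus no-compound background flagged substrates.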
USP1-UAF1 inh = blocks the human USP1/UAF1 deubiquitinase complex. AID 743255. Potency, µM (series often up to 57.1 µM), inactives show top-dose activity change, negative = inhibition, most hits filed as inhibitors. recombinant USP1/UAF1, Ub-Rhodamine cleavage fluorescence. O94782. 390,000 compounds, 0.23% hits; note: potency is the fitted concentration of half-maximal effect; % is set by controls: 0 for no effect and ±100 for the full control effect; nearly all actives have a fitted effect of over 60% in size; inactives centre near -12
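1 nM enzyme complex + cpd, 15 min RT; start with Ub-Rho 150nM final; kinetic fluorescence ex 480/em 540, 6 reads q60 s. Buffer 50mM HEPES pH 7.8, 0.5mM EDTA, 0.1 mg/ml BSA, 1mM TCEP, 0.01% Tween-20.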
LDHA block = blocks human lactate dehydrogenase A. activity change, % (values are at about 110 or 230 µM). P00338. purified LDHA, NADH/diaphorase-resazurin fluorescence; hits give low values. AID 1347041. 480,000 compounds, 0.15% hits; in the data active = activity change below about -30%; inconclusive = mostly about -25% to -30%;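 note: plate controls were DMSO wells for no effect and wells without enzyme for full effect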
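Human LDH5 (2 nM) was incubated with 0.06 mM NADH and 0.2 mM pyruvate for 5 min at room temperature in Tris pH 7.4. Remaining NADH was coupled through diaphorase/resazurin, and resorufin fluorescence was read at 0 and 20 min.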
An asterisk follows results filed as active; ? = inconclusive; & = joins results of further samples; [ ] = remark or other dose. Unless noted, calls come from the whole dose curve; as a rule, active = well fitted curve in the direction sought with a large enough effect; inconclusive = small, poorly fitted or top-dose-only effect, or another doubt; inactive = no such curve, though single readings can be large; an effect the other way counts as inactive or inconclusive. Some of the compounds tested; the hit share may differ from the screen's.

1: O=C(Nc1ccncc1)c1cc(S(=O)(=O)N2CCOCC2)ccc1Cl
2: Cc1cc(C)c2cc(C#N)c(NCCCNC(=O)CCC(=O)O)nc2c1
3: CN(C)c1ccc(C(=O)Nc2nnc(-c3ccc(Cl)cc3)o2)cc1
4: COc1cccc(C2C(C(C)=O)=C(O)C(=O)N2Cc2ccco2)c1 (stereo unspecified)
5: CCC(C)NC(=O)c1cn(CC)c2ccc(S(=O)(=O)N3CCc4ccccc4C3)cc2c1=O (stereo unspecified)
6: Cc1ccccc1NC(=O)NNC(=O)CCc1ccccc1
7: C#CCSc1n[nH]c(-c2ccco2)n1
8: CC(C)C(=O)Nc1ccc(N2CCCC2)cc1
9: Cc1ccccc1NS(=O)(=O)c1ccc(C(=O)N2CC(C)OC(C)C2)cc1 (stereo unspecified)
10: COc1cc(CNCCc2ccccc2F)ccc1OCC(=O)N1CCCCC1

screen / no.	1	2	3	4	5	6	7	8	9	10
RGS4 inh	3%	-9%	-35%	-19%[56.9 µM]	1%	-12%	-10%	7%	20%	-10%
mIDH1 inhibitor	-5%	0%	11%	9%	-9%	0%	15%	-1%	0%	12%
Glioma ERSR ind	1%	-2%	-5%	-6%	-1%	3%	-4%	10%	-6%	-1%
Vif-A3F inh	-11%	4%	-10%	-11%	1%	-1%	-4%	-8%	-2%	-2%
Vif-APOBEC3G blk	2%	1%	-1%	0%	-2%	0%	-5%	0%	-3%	2%
TrxR1 inh	11%	-10%	1%	-12%	18%	8%	-2%[57.1 µM]	-8%	4%	6%[57.1 µM]
TrxR1 substrate	0%	153%[activator]	66%[activator]	-7%	-5%	-2%	7%	-4%	-2%	9%[57.1 µM]
USP1-UAF1 inh	-8%	-14%	?	-19%	-25%	-23%	-11%	-8%	1%	-16%
LDHA block	-3	4	1	-5	5	-8	-2	14	1	-4

Ordered by molar mass (ascending): some entries from above
3: CN(C)c1ccc(C(=O)Nc2nnc(-c3ccc(Cl)cc3)o2)cc1
2: Cc1cc(C)c2cc(C#N)c(NCCCNC(=O)CCC(=O)O)nc2c1
10: COc1cc(CNCCc2ccccc2F)ccc1OCC(=O)N1CCCCC1

screen / no.	3	2	10
RGS4 inh	-35%	-9%	-10%
mIDH1 inhibitor	11%	0%	12%
Glioma ERSR ind	-5%	-2%	-1%
Vif-A3F inh	-10%	4%	-2%
Vif-APOBEC3G blk	-1%	1%	2%
TrxR1 inh	1%	-10%	6%[57.1 µM]
TrxR1 substrate	66%[activator]	153%[activator]	9%[57.1 µM]
USP1-UAF1 inh	?	-14%	-16%
LDHA block	1	4	-4

(further entries)
11: CCN(CC)CCCNC(=O)c1cn(CC)c2ccc(S(=O)(=O)N3CCC(C)CC3)cc2c1=O
12: CCOC(=O)c1nnn2c1nc(N(CC)CC)c1ccccc12
13: CC(C)c1csc(CN2CCN(CCc3ccccc3)C(CCO)C2)n1 (stereo unspecified)
14: CCOC(=O)Cc1csc(NC(NC(=O)OCC)(C(=O)OCC)C(F)(F)F)n1 (stereo unspecified)
15: COC(=O)/C=C/c1ccc2c(c1)S(=O)(=O)N(c1cccc(OC)c1)[C@H]2CC(=O)OC
16: Cn1c(=O)c2ccccc2n(Cc2ccccc2F)c1=O
17: COc1cccc(NC(=O)N2CCCC2C(=O)NC(C)C)c1 (stereo unspecified)
18: Cc1ccc(N(CC(=O)N2CC(=O)Nc3ccccc32)S(=O)(=O)c2ccc3c(c2)OCCO3)cc1
19: O=c1c2ccccc2nc2n1C(CBr)CN2 (stereo unspecified)
20: CC(NC(=O)c1cc2ccccc2oc1=O)c1ccccc1 (stereo unspecified)

screen / no.	11	12	13	14	15	16	17	18	19	20
RGS4 inh	-31%	-3%	23%	5%[11.4 µM]	-5%	-3%	5%	-5%	-30%[56.9 µM]	-17%
mIDH1 inhibitor	-1%	8%	-5%	5%	0%	-1%	2%	1%	0%	-9%
Glioma ERSR ind	-1%	-4%	-2%	1%	-2%&-1%	-2%	-6%	-2%	1%	1%
Vif-A3F inh	7%	-19%	-5%	-1%	-2%	-2%	-7%	7%	2%	5%
Vif-APOBEC3G blk	2%	-6%	0%	-7%	-8%&-7%	3%	-3%	-4%	0%	2%
TrxR1 inh	17%	20%[11.4 µM]	39%[activator]	12%[57.1 µM]	15%&8%	3%[57.1 µM]	11%[57.1 µM]	6%	21%	18%
TrxR1 substrate	1%	5%[11.4 µM]	6%	-9%	-3%&-1%	5%[57.1 µM]	9%[57.1 µM]	0%	3%	8%
USP1-UAF1 inh	-30%	-26%	-17%	4%	-6%	-3%	-22%	-18%	-26%	-19%
LDHA block	-2	-3	1	-6	-7	-2	-4	1	-2	-4&4

21: CC1CCN(S(=O)(=O)c2ccc(C(=O)Nc3sc4c(c3C(N)=O)CC(C)(C)NC4(C)C)cc2)CC1
22: CNC(=S)Nc1ccc(C(N)=O)cc1
23: N/C(=N\OC(=O)CCCOc1ccc(Cl)cc1Cl)c1ccccn1
24: O=C1/C(=C/c2cccs2)Cc2ccccc21
25: COc1ccc2[nH]c3c(c2c1)CCN1C(=O)C(CC(=O)NCCCn2ccnc2)C[C@H](C(=O)N2CCCCC2)[C@@]31C (stereo partly specified)
26: CC(OC(=O)C1=NNC(=O)CC1)C(=O)Nc1ncc(Cl)cc1Cl (stereo unspecified)
27: CC1=Nc2cc(C(=O)N3CCCCC3)ccc2Sc2ccc(C)cc21
28: CC1CCc2sc(C(=O)N/N=C/c3ccc([N+](=O)[O-])cc3)cc2C1 (stereo unspecified)
29: CCOC(=O)N1CCN(C(=O)c2ccc3c(=O)n(CCC4=CCCCC4)c(=S)[nH]c3c2)CC1
30: COc1ccc(C(=O)NC(=S)NNC(=O)c2ccccc2C)cc1

screen / no.	21	22	23	24	25	26	27	28	29	30
RGS4 inh	-2%	1%	12%	-25%	6%	-1%	-2%[56.9 µM]	-13%	-7%	?
mIDH1 inhibitor	-4%	3%	5%	6%	-3%	4%	-7%&-6%	4%	-7%	9%
Glioma ERSR ind	-3%	-4%	-1%	9%	-4%	-3%	1%&-2%	-6%	-2%	?
Vif-A3F inh	-5%	1%	2%	0%	-3%	6%	1%&-1%	-1%	-3%	2%
Vif-APOBEC3G blk	-5%	1%	0%	-3%	0%	0%	8%&0%	0%	-2%	-1%
TrxR1 inh	17%[57.1 µM]	-10%	11%	4%	-9%	-5%	-8%&-13%	-13%	-9%	-6%[57.1 µM]
TrxR1 substrate	-1%[57.1 µM]	-1%	5%	-1%	-8%	-9%	-13%&-12%	-11%	-6%	8%[57.1 µM]
USP1-UAF1 inh	-17%	-17%	-12%	-22%	-7%	1%	-17%&-9%	-15%	-28%	-12%
LDHA block	2	-7	-8	-6	2	-8	-1&-12	-7	-8	-1

31: CCc1nc2ccccc2c(C(=O)OCCN2C(=O)c3ccccc3C2=O)c1C
32: C=CCn1c(NC(=O)CC)c(C(=O)OCC)sc1=S
33: CCn1c(Cc2cccn2C)nnc1SCC(=O)c1ccc(C)cc1
34: O=C(COC(=O)c1cnccn1)c1ccc(C2CCCCC2)cc1
35: Cc1csc(=O)n1CCC(=O)N(C)Cc1c(F)cccc1Cl
36: CC(=O)N[C@@H](CS)C(=O)O
37: CC(C(=O)Nc1ccccc1)c1ccc(-c2ccccc2)c(F)c1 (stereo unspecified)
38: CCn1c(-c2ccccc2)c[nH]c1=S
39: Cc1ccc(C(C(=O)NC2CCCCC2)N(Cc2cccnc2)C(=O)c2csnn2)cc1 (stereo unspecified)
40: Cc1c(NC(=O)c2ccc(F)c(S(=O)(=O)N3CCOCC3)c2)c(=O)n(-c2ccccc2)n1C
41: CC(C)CC1(C)N=C(c2ccccc2)C(=S)N1 (stereo unspecified)
42: CC(C)(C)C1CCc2c(sc(NC(=O)CCC(=O)O)c2C(=O)Nc2ccccc2C(F)(F)F)C1 (stereo unspecified)

screen / no.	31	32	33	34	35	36	37	38	39	40	41	42
RGS4 inh	10%	-7%[11.4 µM]	-17%	-5%	11%	?	-3%	-7%	-23%	-24%	-14%	-7%
mIDH1 inhibitor	6%	0%	-2%	-6%	9%	-9%	-3%	5%	10%	9%	6%	?
Glioma ERSR ind	-7%	-2%	6%	0%	1%	-1%&8%&-3%	-4%	1%	?	0%	4%	?
Vif-A3F inh	0%	1%	8%	-3%	0%	2%	1%	-1%	0%	0%	-17%	-22%
Vif-APOBEC3G blk	0%	2%	0%	1%	0%	2%	0%	0%	-3%	-1%	2%	-4%
TrxR1 inh	10%	16%[57.1 µM]	-15%	2%	14%	10%[57.1 µM]	-10%	-15%	14%	-2%[57.1 µM]	16%	-4%
TrxR1 substrate	3%	-12%	-13%	-5%	6%	-2%[57.1 µM]	-14%	10%	4%	-26%[57.1 µM]	6%	1%
USP1-UAF1 inh	-17%	-19%	2%	-12%	?	?	-5%	-14%	-12%	-19%	-11%	?
LDHA block	-5	-5	-3	-11	-4	-3	-3	-8	-3	-3	5	0

High-throughput results: PubChem, National Center for Advancing Translational Sciences (NCATS)
